Dynein cargo inh – dynein cargo transport inhibition; 3617.4 mouse cells, GR-EGFP nuclear translocation imaging; test concentration mostly 20 µM; stimulated with dexamethasone, 1 µM; stronger effect = lower value; z-score, hits read low; actives 0.47% (n = 220,000); AID 1381;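 active = plate z-score of nuclear minus cytoplasmic receptor signal below a set negative limit, without overly bright fluorescence or cell loss, cut at about -3.5 in these data, passing the limit was not always enough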;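 note: z-score of nuclear minus cytoplasmic ring GR-EGFP intensity difference per well; some compounds called inactive have numbers as strong as hits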
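Buffer or medium: tet-free medium with charcoal-stripped serum / Also added: dexamethasone agonist, 1.0 µM final, for 30 min / Timing: induction 48 h, compound 1 h, agonist 30 min / Measured by: high-content fluorescence imaging after fixation / Read-out: nuclear-to-cytoplasmic GR-EGFP distribution per well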
Autophagy mod – autophagy modulation, high-content screen; AID 463193; calls only at 10 µM (by protocol); actives 0.98% (n = 190,000); MEF GFP-LC3 puncta imaging; test concentration mostly 10 µM;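 active = percentage of spot-positive cells more than 3 SD above its plate mean, without a fluorescence outlier flag or 80% toxicity; inconclusive = no clear call, values can overlap the other calls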;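 note: spot-positive cell cutoff set from DMSO-treated cells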
WT yeast gro inh – growth inhibition of WT yeast, mitochondrial fusion screen | actives 2.1% (n = 190,000) | inhibition, % at 10 µM | mitochondrial fusion phenotypic screen, WT strain | AID 1362; in the data active = inhibition above about 58%; tested in S. cerevisiae
Yfh1-depleted yeast – mitochondrial function rescue without frataxin homolog – Friedreich's ataxia, plus single-dose screen, dose response (AID 1465); S. cerevisiae Yfh1-off respiration, WST-1 reduction, 72 h; higher fold induction means a stronger effect; one-dose fold induction at 50 µM; EC50 in µM for titrated hits; actives 0.074% (n = 220,000);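 active = fold induction of absorbance versus untreated yeast above a set limit, then at least 30% activation at any dose in follow-up; inconclusive = repeats straddling the limit, or above it without dose testing; inactive = fold induction below the set limit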;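 note: activators that raise dye reduction in frataxin-depleted yeast; strong numbers were not always called active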
MT stabilizer – stabilizes microtubules in HeLa cells. HeLa tubulin immunostaining HCS, 24 h; share of cells brighter than vehicle mean+2SD. % tubulin-high responders, % at 10 µM. actives 0.83% (n = 200,000). AID 2205;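 active = plate Z-score above 3 for both tubulin-high and condensed-nucleus cell shares, with cell loss under 80%, at 10 µM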;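 note: anti alpha tubulin signal scored within the nucleus-defined area of each cell; some results filed as inactive read as strong as hits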
WT yeast gro inh mutant strain – further read-out of WT yeast gro inh, marked with its call; inhibition, %; mitochondrial fusion phenotypic screen, mutant strain inhibition
Dynein cargo inh cytoplasmic EGFP – recorded beside Dynein cargo inh, whose call it bears; z-score; measured here: cytoplasmic GR-EGFP intensity; stronger effect = higher value
Dynein cargo inh nuclear GR-EGFP – second read-out of Dynein cargo inh, no call of its own (marks repeat the call); z-score; measured here: nuclear GR-EGFP intensity;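 lower value marks the stronger effect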
Dynein cargo inh cell count – also measured in Dynein cargo inh; calls as there; z-score; measured here: cell count per field
MT stabilizer Hoechst-high % – recorded beside MT stabilizer, whose call it bears; % Hoechst-high responders; measured here: nuclear condensation Hoechst responders;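 share of cells brighter than vehicle mean plus two SD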
MT stabilizer cytotoxicity % – further read-out of MT stabilizer, marked with its call; toxicity, %; measured here: cytotoxicity by cell density;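 0% = mean cell density of plate MIN control wells and 100% = no cells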
Autophagy mod cell loss 18 h – further read-out of Autophagy mod, marked with its call; toxicity, %; measured here: cell loss, nuclei count;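 cell loss after 18 h compound exposure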
An asterisk follows results filed as active; i = inactive; ? = inconclusive; / = not tested or not shown; + = active, no number. This is a subset; rates above refer to the full screens.

SMILES	Dynein cargo inh	Dynein cargo inh cytoplasmic EGFP	Dynein cargo inh nuclear GR-EGFP	Dynein cargo inh cell count	Autophagy mod	Autophagy mod cell loss 18 h	WT yeast gro inh	Yfh1-depleted yeast	MT stabilizer	MT stabilizer Hoechst-high %	MT stabilizer cytotoxicity %	others
CCc1cc2c(=O)c(-c3nc4ccccc4[nH]3)coc2c(CN2CCC(C)CC2)c1O	-0.012	0.026	0.36	-1.5	/	/	18	/	8.2	1.9	5.5	WT yeast gro inh mutant strain=13
O=C(CC1Oc2ccccc2NC1=O)NCCCN1CCN(C2CCCCC2)CC1 (stereo not given)	1.1	0.11	1	-1.5	/	/	/	i	7.8	1.5	3.4
Cc1cccc(N2CCN(C(=O)C3CCCN(S(=O)(=O)c4c(C)noc4C)C3)CC2)c1C (stereo not given)	0.61	-0.17	0.7	-0.72	/	/	/	i	2.3	3.7	6.3
Cc1cc(N2CCN(c3nc(N4CCOCC4)nc4ccccc34)CC2)c2ccccc2n1	-0.48	-0.23	-0.18	0.8	+	-3.3*	/	/	3.5	1.7	8.3
O=C(N1CCOCC1)N1CCN(C(=O)N2CCOCC2)CC1	-0.051	-0.23	-0.17	1	i	1	/	/	2.7	1.3	2.4
O=C1c2ccccc2C(=O)N1CCCN1CCN(CCCN2C(=O)c3ccccc3C2=O)CC1	0.14	-0.22	-0.035	0.45	i	-9	/	/	3.2	2.5	8.5
O=C(NCc1ccco1)C1Cc2ccccc2CN1S(=O)(=O)c1ccccc1F (stereo not given)	-1	-0.22	-0.33	-0.26	i	0	/	/	2.1	1.3	5.5
CCOC(=O)c1ccccc1NC(=O)Cn1cnc2c(cnn2-c2ccc(OC)cc2)c1=O	14	6.8	17	-4.8	i	-6	/	/	2.8	3.1	7.2
COC(=O)c1ccccc1NC(=O)CSc1nc2c(c(=O)n(C)c(=O)n2C)n1C	-0.13	-0.18	0.15	-0.33	i	4	/	/	7.1	2.3	2.0
CCOC(=O)c1sc(NC(=S)n2cc(C)cn2)c(C(=O)OCC)c1C	0.049	0.061	0.19	-0.6	i	1	/	/	1.9	1.1	28
CCCn1c2c(c(O)c(C(=O)Nc3ccc(C)cn3)c1=O)CCCC2	-0.016	-0.11	-0.64	-0.54	i	-8	/	/	2.3	1.4	2.0
CN(C)c1ccc(/C=N/N2C(=N)N(c3ccccc3)C(=S)C2=Nc2ccccc2)cc1	-0.46	0.18	0.21	-1.3	i	7	/	/	28	4.6	41
CCN(CC)c1ccc(/C=C2\C(=O)N(c3ccc([N+](=O)[O-])cc3)N=C2N2CCOCC2)cc1	-0.29	-0.14	-0.52	0.61	i	-22	/	/	3.0	1.7	4.0
CCCCCNC(=O)C(C#N)c1nc2ccccc2nc1N1CC(C)OC(C)C1 (stereo not given)	-0.0029	1	0.75	-1	i	-2	/	/	3.1	2.0	7.2
Cc1ccc(-c2cc(C(=O)NCC3CCCO3)c3ccccc3n2)o1 (stereo not given)	-4.3*	0.67*	-2*	0.46*	i	-8	/	/	3.8	2.7	4.8
O=C(NC(=O)c1ccc(Cl)cc1)Nc1cc(N2CCCCC2)ncn1	-0.92	0.04	-0.19	0.7	i	-3	/	/	2.1	0.1	53
CCn1cc(C(=O)O)c(=O)c2cnc(N3CCN(C(=O)Nc4ccccc4)CC3)nc21	-0.15	-0.2	0.6	0.46	i	-9	/	/	2.4	3.3	11
CN(C(=O)c1ccccn1)c1nnc(-c2ccncc2)s1	0.9	-0.14	0.73	-0.19	i	1	/	/	2.2	2.6	3.4
Cc1cccn2c(=O)c3cc(C(=O)NCC4CCCO4)n(C)c3nc12 (stereo not given)	0.047	-0.21	0.38	0.61	i	-6	/	/	3.1	1.5	2.8
COc1ccc(CNC(=O)CSc2nc3c(c(=O)n(C)c(=O)n3C)n2C)cc1	1.3	0.17	0.42	-0.87	i	4	/	/	3.1	1.3	8.6
Cc1ccc(-c2nnc3c4ccccc4c(C)nn23)cc1S(=O)(=O)N1CCN(C)CC1	-0.57	-0.25	-0.037	0.56	i	1	/	/	2.0	1.4	6.5
C=CCn1c(SCC(=O)NCc2ccco2)nc2sc3c(c2c1=O)CCCCC3	0.37	0.04	0.27	1.3	i	-6	/	/	3.2	2.6	5.0
Clc1cccc(-c2nnc3sc(-c4ccccc4)nn23)c1	-0.056	-0.27	0.003	-0.2	i	-5	/	/	2.4	1.3	4.6
O=C(c1ccco1)N1CCN(Cc2ccccc2C(F)(F)F)CC1	-0.07	-0.24	-0.71	0.18	i	1	/	/	2.2	1.9	4.7

6 compounds from above, ordered by count of non-hydrogen atoms, low to high:
SMILES	Dynein cargo inh	Dynein cargo inh cytoplasmic EGFP	Dynein cargo inh nuclear GR-EGFP	Dynein cargo inh cell count	Autophagy mod	Autophagy mod cell loss 18 h	WT yeast gro inh	Yfh1-depleted yeast	MT stabilizer	MT stabilizer Hoechst-high %	MT stabilizer cytotoxicity %	others
O=C(c1ccco1)N1CCN(Cc2ccccc2C(F)(F)F)CC1	-0.07	-0.24	-0.71	0.18	i	1	/	/	2.2	1.9	4.7
Cc1cccn2c(=O)c3cc(C(=O)NCC4CCCO4)n(C)c3nc12 (stereo not given)	0.047	-0.21	0.38	0.61	i	-6	/	/	3.1	1.5	2.8
COc1ccc(CNC(=O)CSc2nc3c(c(=O)n(C)c(=O)n3C)n2C)cc1	1.3	0.17	0.42	-0.87	i	4	/	/	3.1	1.3	8.6
C=CCn1c(SCC(=O)NCc2ccco2)nc2sc3c(c2c1=O)CCCCC3	0.37	0.04	0.27	1.3	i	-6	/	/	3.2	2.6	5.0
CCn1cc(C(=O)O)c(=O)c2cnc(N3CCN(C(=O)Nc4ccccc4)CC3)nc21	-0.15	-0.2	0.6	0.46	i	-9	/	/	2.4	3.3	11
CCN(CC)c1ccc(/C=C2\C(=O)N(c3ccc([N+](=O)[O-])cc3)N=C2N2CCOCC2)cc1	-0.29	-0.14	-0.52	0.61	i	-22	/	/	3.0	1.7	4.0

The list continues.
SMILES	Dynein cargo inh	Dynein cargo inh cytoplasmic EGFP	Dynein cargo inh nuclear GR-EGFP	Dynein cargo inh cell count	Autophagy mod	Autophagy mod cell loss 18 h	WT yeast gro inh	Yfh1-depleted yeast	MT stabilizer	MT stabilizer Hoechst-high %	MT stabilizer cytotoxicity %	others
Cc1cc(SCC(=O)Nc2c(C)n(C)n(-c3ccccc3)c2=O)n2c(nc3ccccc32)c1C#N	-1	0.28	-0.49	-0.29	i	12	/	/	2.8	1.7	7.4
CCOC(=O)c1c(C)oc2cc3c(C(=O)OCC)c(C)oc3cc12	-0.63	-0.22	0.0042	-0.42	i	-14	/	/	3.1	1.5	2.0
COc1cc(-c2ccc(NC(=O)CN3CCCCC3)c(OC)c2)ccc1NC(=O)CN1CCCCC1	1.3	-0.22	0.59	-0.44	i	2	/	/	5.2	1.7	4.4
COc1c(F)c(F)c(-c2csc(N)n2)c(F)c1F	-0.084	-0.26	0.25	0.65	i	3	/	/	3.5	2.4	0.4
CCN(CC)c1ccc2cc(-c3nnc(-c4ccc(Br)cc4)o3)c(=O)oc2c1	-5.7*	-0.33*	-3.4*	0.5*	?	/	/	/	2.4	1.7	5.7
CCc1nnc(NC(=O)CSc2nnc(CSc3nc(C)cc(C)n3)n2CC)s1	2.1	-0.26	-0.038	-0.54	i	4	/	/	4.0	1.9	7.1
CC1CCN(S(=O)(=O)c2ccc(S(=O)(=O)N3CCCN(Cc4ccccc4)C3)cc2)CC1	0.13	-0.25	0.05	0.67	i	6	/	/	4.1	2.6	7.7
Cc1cc(C)nc(-n2nc(C)cc2NC(=O)c2ccc(Br)o2)n1	-0.28	-0.18	0.54	0.092	i	4	/	/	4.4	0.7	69
Cn1c(=O)n(CCN2CCOCC2)c(=O)c2c1nc1n2CCN1c1ccccc1	-0.15	-0.15	0.24	-0.57	i	-1	/	/	1.5	1.7	3.5
Cc1cccc(NC2=NC3(CCCCC3)N=C(N)N2)c1	2.3	-0.19	0.8	-0.56	i	2	/	/	4.7	1.7	7.6
Cc1cncn1CCc1nc2c3ccccc3nc(=S)n2[nH]1	-0.47	-0.26	0.005	0.51	i	-4	/	/	2.7	1.2	3.7
Cc1nc(N2CCc3ccccc32)[nH]c(=O)c1CCC(C)C	0.46	1.4	0.65	0.16	i	4	/	/	2.9	2.6	2.8

Reprinted from the part before: 3 entries; new compounds follow.
SMILES	Dynein cargo inh	Dynein cargo inh cytoplasmic EGFP	Dynein cargo inh nuclear GR-EGFP	Dynein cargo inh cell count	Autophagy mod	Autophagy mod cell loss 18 h	WT yeast gro inh	Yfh1-depleted yeast	MT stabilizer	MT stabilizer Hoechst-high %	MT stabilizer cytotoxicity %	others
Cc1cccc(NC2=NC3(CCCCC3)N=C(N)N2)c1	2.3	-0.19	0.8	-0.56	i	2	/	/	4.7	1.7	7.6
Cc1cncn1CCc1nc2c3ccccc3nc(=S)n2[nH]1	-0.47	-0.26	0.005	0.51	i	-4	/	/	2.7	1.2	3.7
Cc1nc(N2CCc3ccccc32)[nH]c(=O)c1CCC(C)C	0.46	1.4	0.65	0.16	i	4	/	/	2.9	2.6	2.8
COC(=O)c1cc(OC)c(OC)cc1NC(=O)c1c(C)noc1C	-0.87	-0.27	-0.38	0.81	i	3	/	/	2.2	2.1	4.7
Cc1c(C(=O)N2CCN(c3ccccc3)CC2)sc2ncnc(N3CCN(c4ccccc4)CC3)c12	2.7	-0.017	1.6	-2	i	-9	/	/	4.5	2.8	6.7
CC1=NC(=O)C(N=Nc2ccccc2C)N1c1ccccc1 (stereo not given)	0.4	-0.27	-0.085	-0.032	i	-4	/	/	4.6	2.4	2.9
COc1cccc(C2/C(=C(\O)c3ccc4c(c3)OCCO4)C(=O)C(=O)N2CCCN(C)C)c1OC (stereo not given)	-1.3	-0.22	-0.68	-0.2	i	-2	/	/	2.6	1.7	4.3
Cc1ccc(Cc2c(C)nc3c(C(=O)O)cnn3c2C)cc1	0.36	-0.12	0.23	-1.1	i	-8	/	/	4.2	2.7	1.3
Cc1cc(C)c2c(n1)nn1c(NCCCN3CCOCC3)cc(C)nc21	0.63	-0.27	0.66	-0.089	i	3	/	/	1.3	0.7	31
CC(=O)c1cc(C#N)c(Oc2ccc(Cl)cc2Cl)nc1C	/	/	/	/	i	9	/	i	1.2	1.9	12
CCOC(=O)Cn1nc(/C=C/c2ccc(OC)cc2)ccc1=O	/	/	/	/	i	45	/	i	2.2	1.2	9.1
